NPY-Y1 antag: NPY-Y1 receptor antagonists, primary screen, cell-based; HEK293-CNG Y1 cells, membrane potential fluorescence; NPY at EC95, then isoproterenol; inhibition, % at 3.6 µM; 200,000 compounds, 1% hits;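 active = inhibition above the campaign mean inhibition of all tested compounds plus 3 SD, cut at about 20% in these data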;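 also: 0% = DMSO wells given NPY plus isoproterenol and 100% = isoproterenol alone without NPY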
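Benchmarks – high control isoproterenol alone, low control NPY with isoproterenol · Material – HEK293 Y1/CNG channel cell line · Times – dye 3 h, compound 60 min room temperature, stimulation 45 min · Probe or stimulus – NPY (25 nM), isoproterenol (1 µM), Ro 20-1724 (25 µM) · Evaluation – % inhibition of NPY effect · Signal – fluorescence, membrane potential probe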
EP2 mod: EP2 receptor modulators, cAMP readout, primary screen, cell-based, HTRF cAMP, PGE2 stimulation. Prostaglandin E2 receptor EP2 subtype (Homo sapiens), P43116. EP2-expressing cells, cAMP HTRF FRET, PGE2 co-stimulation. induction, % at 25 µM. 260,000 compounds, 0.83% hits. AID 940, 2007;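 active = compounds whose cAMP rise, as percent of the full-agonist control response, exceeds 60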;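 also: rat C6 glioma line stably carrying human EP2 under a CMV promoter; the protocol text gives 20 µM as final concentration; 100% = response of wells given 1 µM PGE2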
NPY-Y1 PAM-ag: NPY-Y1 receptor potentiators or agonists, primary screen, cell-based. NPY-Y1 expressing cells, potentiator/agonist activation. activation, % at 3.6 µM. Neuropeptide Y receptor type 1 (Homo sapiens), P25929. 220,000 compounds, 0.37% hits; in the data active = activation above about 33%, passing the limit was not always enough;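 also: cells stimulated with NPY at EC10 then isoproterenol at EC100; 0% = low agonist plus stimulus and 100% = saturating agonist plus stimulus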
S1P4 agonist: S1P4 receptor agonists, primary screen, cell-based. Sphingosine 1-phosphate receptor 4 (Homo sapiens), O95977. S1P4-expressing cell line, agonist reporter assay. activation, % at 4.98 µM. 220,000 compounds, 0.35% hits; in the data active = activation above about 11%;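 also: 0% = DMSO vehicle and 100% = reference agonist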
PGE2 EP2 inh: human EP2 receptor antagonists, primary screen, TR-FRET cAMP, C6 glioma cells; 260,000 compounds, 0.52% hits; C6 glioma cells expressing human EP2; cells stimulated with saturating PGE2; inhibition, % at 25 µM; Prostaglandin E2 receptor EP2 subtype (Homo sapiens), P43116;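 active = percent inhibition above 40 after rounding to a whole number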;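 also: rat C6 glioma host cells with rolipram phosphodiesterase inhibitor present; the protocol text gives 20 µM as final concentration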
S1P4 antagonist: S1P4 receptor antagonists, primary screen, cell-based; Sphingosine 1-phosphate receptor 4 (Homo sapiens), O95977; S1P4-expressing cells, antagonist mode, reporter read-out; inhibition, % at 4.98 µM; 220,000 compounds, 0.26% hits; AID 1510, 2009; in the data active = inhibition above about 29%;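 also: 0% = wells stimulated with agonist and 100% = vehicle wells without agonist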
NPY-Y2 PAM-ag: NPY-Y2 potentiators or agonists, primary screen, cell-based; Neuropeptide Y receptor type 2 (Homo sapiens), P49146; cells expressing NPY-Y2, potentiator/agonist read-out; activation, % at 3.6 µM; 220,000 compounds, 0.45% hits; AID 1359, 2008; in the data active = activation above about 27%;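 also: cells stimulated with NPY near EC25 plus isoproterenol at EC100; 0% = vehicle plus submaximal agonist and 100% = vehicle plus saturating agonist; some results beyond the cut were filed as inactive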
eIF4E 4G PPI: eIF4E–eIF4G protein interaction inhibitors, primary screen, biochemical, uHTS, TR-FRET, eIF4GI fragment; TR-FRET eIF4E-eIF4GI(517-606) binding, 2 h; inhibition, % at 21.7 µM; 220,000 compounds, 0.37% hits;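 active = inhibition above about 30%, limit read from the data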;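 also: 0% = full FRET control wells and 100% = background wells lacking eIF4GI fragment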
Target sequence (P63073 whole entry, looked up, the tested form may be a part): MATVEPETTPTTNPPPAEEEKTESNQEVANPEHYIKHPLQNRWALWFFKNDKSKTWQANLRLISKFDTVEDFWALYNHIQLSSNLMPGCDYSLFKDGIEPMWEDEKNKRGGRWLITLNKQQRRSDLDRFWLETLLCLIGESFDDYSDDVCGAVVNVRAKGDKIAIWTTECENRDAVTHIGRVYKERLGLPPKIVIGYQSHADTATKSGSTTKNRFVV
Target sequence (Q04637 whole entry, looked up, the tested form may be a part): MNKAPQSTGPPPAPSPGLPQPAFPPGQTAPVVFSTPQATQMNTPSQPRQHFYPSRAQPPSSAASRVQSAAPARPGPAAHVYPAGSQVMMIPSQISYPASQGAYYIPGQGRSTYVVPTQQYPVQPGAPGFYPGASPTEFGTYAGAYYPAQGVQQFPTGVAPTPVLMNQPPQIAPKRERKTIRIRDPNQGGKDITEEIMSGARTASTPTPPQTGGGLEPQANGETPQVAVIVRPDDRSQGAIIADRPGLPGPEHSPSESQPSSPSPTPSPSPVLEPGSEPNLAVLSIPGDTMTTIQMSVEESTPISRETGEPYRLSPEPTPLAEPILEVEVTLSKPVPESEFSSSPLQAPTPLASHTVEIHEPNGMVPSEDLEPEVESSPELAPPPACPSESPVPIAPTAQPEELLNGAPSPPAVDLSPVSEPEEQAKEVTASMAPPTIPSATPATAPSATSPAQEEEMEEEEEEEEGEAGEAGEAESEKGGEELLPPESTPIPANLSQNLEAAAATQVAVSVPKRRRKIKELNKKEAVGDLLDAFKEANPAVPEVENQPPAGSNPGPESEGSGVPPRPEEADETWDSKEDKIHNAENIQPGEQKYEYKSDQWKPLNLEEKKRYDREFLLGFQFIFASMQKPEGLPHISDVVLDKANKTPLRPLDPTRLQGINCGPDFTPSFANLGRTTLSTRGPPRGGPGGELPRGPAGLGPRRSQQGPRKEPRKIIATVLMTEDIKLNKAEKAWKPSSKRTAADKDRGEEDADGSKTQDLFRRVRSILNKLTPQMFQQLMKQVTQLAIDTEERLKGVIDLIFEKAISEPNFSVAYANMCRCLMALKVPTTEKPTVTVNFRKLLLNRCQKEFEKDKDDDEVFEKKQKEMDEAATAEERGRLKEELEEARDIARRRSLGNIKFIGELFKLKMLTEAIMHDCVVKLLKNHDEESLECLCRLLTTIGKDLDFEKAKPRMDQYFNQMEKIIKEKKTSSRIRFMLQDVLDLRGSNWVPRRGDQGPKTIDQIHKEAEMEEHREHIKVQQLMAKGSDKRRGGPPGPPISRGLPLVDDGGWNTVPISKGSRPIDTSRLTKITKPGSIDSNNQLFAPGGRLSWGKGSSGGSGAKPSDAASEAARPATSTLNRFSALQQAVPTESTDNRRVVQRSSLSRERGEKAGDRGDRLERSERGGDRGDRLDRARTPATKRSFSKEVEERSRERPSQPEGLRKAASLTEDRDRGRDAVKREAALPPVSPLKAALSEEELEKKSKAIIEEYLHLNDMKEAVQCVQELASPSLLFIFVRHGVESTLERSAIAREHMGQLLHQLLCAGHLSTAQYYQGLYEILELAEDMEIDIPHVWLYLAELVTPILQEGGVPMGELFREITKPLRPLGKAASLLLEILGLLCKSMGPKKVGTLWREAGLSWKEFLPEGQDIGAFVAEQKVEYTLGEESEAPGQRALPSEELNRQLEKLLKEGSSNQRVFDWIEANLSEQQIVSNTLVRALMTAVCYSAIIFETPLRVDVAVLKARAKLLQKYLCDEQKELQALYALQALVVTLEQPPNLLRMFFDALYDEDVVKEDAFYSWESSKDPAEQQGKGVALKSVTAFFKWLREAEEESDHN
p97 inhibitor: inhibitors of human p97 ATPase, primary screen, biochemical. Transitional endoplasmic reticulum ATPase (Homo sapiens), P55072. recombinant p97 ATPase, Kinase-Glo ATP luminescence, 3 h. inhibition, % at 8 µM. 220,000 compounds, 0.42% hits. AID 1481, 2009; in the data active = inhibition above about 15%;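 also: 0% = DMSO vehicle and 100% = wells lacking enzyme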
* marks the source's active call; other numbers are inactive results; nt = not tested or not shown; & = joins results of further samples; [ ] = dose if it differs, or a comment. Only part of the results is shown; count on the stated rates, not on these rows.

SMILES	NPY-Y2 PAM-ag	PGE2 EP2 inh	p97 inhibitor	NPY-Y1 PAM-ag	eIF4E 4G PPI	S1P4 antagonist	S1P4 agonist	EP2 mod	NPY-Y1 antag
CCCc1[nH]nc2c1C(c1cc(OC)ccc1F)C(C#N)=C(N)O2 (stereo not given)	11.3	7.0	2.0	-6.1	0.6	10.0	0.0	27.4	17.8
CC(=O)c1ccc(S(=O)(=O)Nc2ccc(-c3ccc4nnc(C)n4n3)cc2)cc1	-5.7	5.4	6.5	-0.5	-0.6	-15.7	1.2	21.9	5.2
Cc1ccccc1NC(=S)NCc1ccc2c(c1)OCO2	-2.4	nt	-2.2	4.6	-4.3	12.9	0.6	-14.8	2.1
Cc1c(C)n(CCc2c[nH]c3ccccc23)ccc1=O	-13.3	4.6	4.3	5.2	-1.0	-4.3	0.3	22.7	-4.3
COc1ccc2c(c1)[nH]c1c(N3CCSCC3)ncnc12	-25.5	35.0	9.4	-7.8	1.1	-7.5	-1.0	-45.2	nt
CC(C)(C)c1cc(C(=O)N/N=C/c2ccccc2O)n(-c2ccccc2)n1	-18.4	7.8	2.5	-20.8	-0.6[fluorescence artefact?]	-7.6	4.1	0.0	1.8
CC(C)CC(=O)Nc1ccc2ccccc2c1	-11.2&2.2	7.3&9.9	5.1&0.7	-6.0&0.5	-3.5&-1.9	14.5&-15.0	0.9&-0.1	-11.9&-47.0	5.3
CCOC(=O)c1cnn(-c2ccccc2)c1N	-6.1	14.2	-2.0	-12.2	-0.2	-2.6	-2.1	-9.8	2.3
CCN(CC)C(=O)CSc1nnc(-c2ccc(F)cc2)n1N	-21.9	10.8	1.6	-9.6	nt	-3.5	0.2	0.4	1.1
O=[N+]([O-])c1ccc2oc(-c3cccc(O)c3)nc2c1	11.7	2.4	3.0	16.1	1.4	-2.9	0.4	-59.9	7.0
Cc1nc2c3cnn(-c4ccc(C)c(C)c4)c3ncn2n1	9.2	12.9	0.6	-6.7	nt	-4.8	-0.4	nt	9.1
CC(C)c1csc(CN2CCC(CO)(Cc3cccc(F)c3)CC2)n1	15.2	7.6	2.6	23.5	2.8	-13.7	2.1	-56.0	-1.8
C=CCOn1c(=O)c(C)[n+]([O-])c2ccccc21	10.4	12.1	-5.1	-5.2	-5.0	-25.2	0.1	-14.4	-0.5
Cc1cccc(-n2ccnc2SCC(=O)Nc2ccc3c(c2)OCCO3)c1	-4.0	15.2	-2.6	-2.7	-1.0	-16.7	0.6	-6.3	2.3
Cn1cc(CN2CCCCC2CO)c(-c2ccc(Oc3ccccc3)cc2)n1 (stereo not given)	-19.4	5.4	-0.6	-3.8	2.3	-8.3	1.7	-19.4	7.1
COc1cccc(C(=O)NCCCn2ccnc2)c1	-8.7	2.7	-2.6	-8.4	4.0	7.6	-0.6	7.9	6.4
COc1cccc(NC(=S)N(CCN(C)C)C(C)c2cccnc2)c1 (stereo not given)	-5.0	8.4	-0.5	7.2	1.8	-6.4	-1.0	-7.4	1.9
COc1ccc(NC(=O)c2ncn[nH]2)cc1	1.1	9.9	2.8	11.5	1.9	11.5	0.0	8.1	-1.8
COc1cc(/C=N/Nc2ccc(C(=O)O)cc2)cc(OC)c1OC	13.6	6.3	6.3	9.1	-5.7	1.3	-1.7	-14.5	nt
CN(C)c1ccc(NC(=O)CN2CCC(C(=O)c3ccc(F)cc3)CC2)cc1	0.5	7.1	-9.1	12.4	9.6	-3.4	0.1	-31.1	0.4
O=C(COC(=O)CNC(=O)c1ccccc1F)Nc1cccnc1Cl	-1.5	4.4	5.3	-1.5	0.5	-21.7	0.2	22.2	-2.8
Cc1ccc(C)c(S(=O)(=O)Nc2ccc(C(=O)NCCc3ccccn3)cc2)c1	14.0	4.9	7.4	2.9	-5.5	-6.3	1.1	5.0	-1.0
COc1ccc(-c2ccc(SCC(=O)N3CCOCC3)nn2)cc1OC	-6.0	7.8&2.6	-1.7	-10.5	-8.7	0.3	-0.9	26.8&-2.8	6.9
CCOC(=O)C1=C(C)NC(SC(C)=O)=NC1c1ccc(OC(C)=O)c(OC)c1 (stereo not given)	-1.4	8.8	-2.0	4.3	-1.6[fluorescence artefact?]	0.9	1.5	30.4	4.2
CSc1ccc(CNC2CC2)cc1	-2.1	13.2	2.1	-16.2	-2.3	-2.6	-1.9	26.8	9.5
CCNC(=O)Oc1ccc(-c2csnn2)cc1	9.6	3.8	0.7	13.4	-1.7	-3.4	0.5	0.5	-1.9
COC(=O)[C@@]1(Cc2ccc(OC)cc2)[C@@H]2[C@@H](CC(=O)[C@H]2CC(=O)C(=O)N(C)C)CN1C(=O)c1ccccc1	-3.4	-0.2	3.3	-18.9	-1.1[fluorescence artefact?]	10.6	1.5	3.3	-5.7
Cc1ccc(-c2csc(NC(=O)CSc3nnc4c(n3)[nH]c3ccccc34)n2)cc1	-6.7	13.2	-0.7	-15.5	2.1[fluorescence artefact?]	-25.1	0.7	-59.2	2.5
Cc1ccc(C(=O)NN2C(=O)/C(=C/c3cn(C)c4ccccc34)SC2=S)cc1	-1.4	15.4	2.5	-10.1	-4.6	-4.7	-1.7	-10.5	0.4
CC(=O)c1cc(-c2ccccc2)n(CC(=O)N2CCC(N3CCCCC3)CC2)c1C	-4.5	22.9	1.1	20.2	0.7[fluorescence artefact?]	-31.9	-1.6	11.9	-7.1

(continued)
SMILES	NPY-Y2 PAM-ag	PGE2 EP2 inh	p97 inhibitor	NPY-Y1 PAM-ag	eIF4E 4G PPI	S1P4 antagonist	S1P4 agonist	EP2 mod	NPY-Y1 antag
CCCOC(=O)C1=C(C)NC(=O)NC1c1ccc(Br)s1 (stereo not given)	14.8	5.6	4.5	13.6	-2.5	-3.8	0.8	26.6	-0.6
O=C(Nc1ccc(Cl)cc1)Nc1ccc2c(c1)N1CCN=C1S2	30.4	11.0	3.3	35.1*	-3.4	-12.4	2.5	-27.2	-17.7
CSc1ccccc1NC(=O)Cc1ccc(Br)cc1	0.6	6.6	1.7	-22.7	7.9	-6.7	-0.9	3.7	-3.7
COc1ccc(CC(=O)OCc2nnc(C3COc4ccccc4O3)o2)cc1OC (stereo not given)	-6.3	9.0	-1.0	-12.2	3.0[fluorescence artefact?]	-15.7	-2.6	-2.1	12.8
O=C(CN1CCN(S(=O)(=O)c2ccccc2F)CC1)Nc1ccccc1C(=O)c1ccccc1	-0.6	4.7	3.5	-4.0	-2.0	-3.2	2.4	26.3	4.8
O=[N+]([O-])/C(N=Nc1ccccc1)=N\Nc1ccccc1	14.1	9.1	5.4	10.3	3.0	-9.4	0.8	-0.3	0.4
CC(C)CNC(=O)CC(NCC(C)C)C(=O)O (stereo not given)	-7.9	3.1	-5.8	4.8	-31.1	-18.8	1.0	10.2	-0.6
COc1ccc(C(=O)/C=C/c2ccc(N3CCCCC3)c([N+](=O)[O-])c2)c(OC)c1	-20.2	6.9	-2.6	-53.7	-0.6	-9.4	1.1	5.2	8.9
O=C(O)Cc1sc(N/N=C\c2ccncc2)nc1-c1ccccc1	4.4	4.8	-2.9	-3.3	2.3	16.6	-1.2	-14.7	nt
O=C(NC1CCCC1)c1nc2c(nnn2Cc2ccccc2Cl)c(=O)[nH]1	-13.4	7.2	-0.1	-54.2	11.2	-1.7	1.1	23.4	9.0
CC(C)C(NC(=O)C1CCC(C(C)(C)C)CC1)C(=O)NCc1cccnc1 (stereo not given)	-8.4	5.4	-4.6	10.0	0.3[fluorescence artefact?]	-3.0	-0.5	-13.7	4.9
COC(=O)Cn1cc(C(=O)C2CC2)c2ccccc21	-16.9	11.1	-2.5	-24.4	-12.5[fluorescence artefact?]	3.3	-1.9	-2.9	0.4
O=c1oc(-c2cccs2)nc2c1cnn2-c1ccccc1	15.7	7.4	5.0	6.1	-4.7	-12.4	0.4	47.2	-1.5
O=c1cc(NS(=O)(=O)c2ccccc2)nc(SCc2ccccc2Cl)[nH]1	-10.5	6.7	5.4	-12.4	-0.3	0.5	-0.5	5.2	-1.4
COC(=O)c1ccc2[nH]c(C)c(CN3CCCC3)c(=O)c2c1	5.5	7.5&14.8	6.5	15.5	6.2	-27.6	0.5	31.4&-6.3	-8.1
COc1cccc(C(=O)OCCN2CCOCC2)c1	2.9	11.8	-1.5	0.9	4.1	14.4	-2.2	-1.4	4.0
Cc1ccc(S(=O)(=O)Nc2ccc(Br)cc2C(NCC(=O)O)c2ccccc2)cc1 (stereo not given)	-7.2	7.0	-3.3	1.2	4.7	-13.2	0.4	14.4	-2.2
COC(=O)c1scc(S(=O)(=O)C(C)(C)C)c1N	6.4	5.2	-3.7	7.1	-6.7	-0.1	0.7	-21.1	nt
CCCCSc1nnc(-c2c[nH]c3ccccc23)n1C	3.6	9.2	-0.4	15.4	-3.3	3.4	0.9	-1.6	-7.5
Cc1noc(C)c1S(=O)(=O)N(CC(=O)Nc1ccc2c(c1)OCO2)c1ccc(C(C)C)cc1	5.5	13.3	-0.7	-5.5	-2.5	-4.2	1.6	18.8	4.9
CCN(c1ccccc1)S(=O)(=O)c1ccc(OC)c(NC(=O)C2CC(=O)N(Cc3ccccc3)C2)c1 (stereo not given)	12.2	1.6	-6.6	10.8	-7.7	-13.0	0.1	-11.4	nt
O=C(NCC1CCCO1)c1cc(NS(=O)(=O)c2cccs2)cc(NS(=O)(=O)c2cccs2)c1 (stereo not given)	-1.1	6.7	-2.2	11.1	-2.1	-24.9	4.3	16.1	3.1
O=C(c1ccccc1)C(C(=O)N1CCCCC1)n1ccccc1=O (stereo not given)	-7.1	7.9	8.3	-1.0	1.8	2.0	-0.7	-15.4	1.0
CN(C)C(=O)c1nc2ccc(Cl)cn2c1CN1CCCC(OCc2cccnc2)C1 (stereo not given)	-11.4	4.6	-9.5	-12.7	-2.0	4.6	0.1	25.4	-5.2
O=[N+]([O-])c1ccc(CN2CCCCCC2)s1	2.3	7.8	-2.2	1.3	-1.1	4.3	-0.1	36.0	6.3
O=C(/C=C/c1cccc([N+](=O)[O-])c1)OC1CCCCC1=O (stereo not given)	-0.2	22.8	1.8	-2.7	-1.1	-10.9	2.5	-19.9	-0.9
O=C(CSc1ncccn1)NCc1cccc(Cl)c1	-4.5	1.3	6.2	10.2	-1.9	-0.7	1.1	-11.8	-1.3
O=C(N/N=C/c1ccc(F)cc1)c1cc(-c2ccco2)nc2ccccc12	-15.9	nt	5.5	-9.0	27.1	2.7	0.2	-8.4	1.3
O=c1oc(-c2ccc([N+](=O)[O-])cc2)nc2ccccc12	-4.2	4.6	5.3	-10.1	-2.4	-14.8	1.8	-44.7	-4.5

Assay outcomes (PubChem BioAssay)
